S1P4 antagonist: human S1P4 receptor antagonism; inhibition, % at 4.98 µM; 0.26% of 220,000 active; AID 1510; S1P4-expressing cells, antagonist mode, reporter read-out; in the data active = inhibition above about 29%;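 also: 0% = wells stimulated with agonist and 100% = vehicle wells without agonist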
CHOP inh: CHOP inhibition in unfolded protein response; inhibition, % at 10 µM; 3.8% of 220,000 active; CHO-K1 CHOP-promoter luciferase, tunicamycin-induced, 15-18 h; AID 2732;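 active = compounds that reduced the stress-induced luciferase reporter signal by more than about 70% of percent inhibition, limit read from the data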;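 also: 0% = tunicamycin plus vehicle and 100% = wells without tunicamycin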
EP2 modulator: EP2 receptor (human) modulation; EP2-expressing cells, cAMP HTRF FRET, PGE2 co-stimulation; induction, % at 25 µM; 0.83% of 260,000 active;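 active = compounds whose cAMP rise, as percent of the full-agonist control response, exceeds 60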;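 also: rat C6 glioma line stably carrying human EP2 under a CMV promoter; the protocol text gives 20 µM as final concentration; 100% = response of wells given 1 µM PGE2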
Target sequence (P43116 whole entry, looked up): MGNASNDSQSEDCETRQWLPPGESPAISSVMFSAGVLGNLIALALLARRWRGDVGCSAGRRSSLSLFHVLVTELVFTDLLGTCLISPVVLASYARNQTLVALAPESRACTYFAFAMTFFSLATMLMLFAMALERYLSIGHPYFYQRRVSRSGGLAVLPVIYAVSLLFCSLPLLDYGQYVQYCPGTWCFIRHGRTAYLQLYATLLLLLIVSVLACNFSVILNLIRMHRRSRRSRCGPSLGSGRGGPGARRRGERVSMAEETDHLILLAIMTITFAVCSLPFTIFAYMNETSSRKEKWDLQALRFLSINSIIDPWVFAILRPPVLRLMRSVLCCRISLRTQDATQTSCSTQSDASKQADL
TRPML3 ag: activates the human TRPML3 channel | HEK293 TRPML3-YFP, Fluo-8 calcium fluorescence; 100% = the carbachol control signal | activation, % at 3 µM | 0.29% of 220,000 active | AID 1448;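 active = activation above its plate's cutoff, the mean activation of the plate's test wells plus 3 SD, cut at about 12% in these data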;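 also: 0% = DMSO only wells and 100% = carbachol wells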
Target sequence (Q8TDD5 whole entry, looked up): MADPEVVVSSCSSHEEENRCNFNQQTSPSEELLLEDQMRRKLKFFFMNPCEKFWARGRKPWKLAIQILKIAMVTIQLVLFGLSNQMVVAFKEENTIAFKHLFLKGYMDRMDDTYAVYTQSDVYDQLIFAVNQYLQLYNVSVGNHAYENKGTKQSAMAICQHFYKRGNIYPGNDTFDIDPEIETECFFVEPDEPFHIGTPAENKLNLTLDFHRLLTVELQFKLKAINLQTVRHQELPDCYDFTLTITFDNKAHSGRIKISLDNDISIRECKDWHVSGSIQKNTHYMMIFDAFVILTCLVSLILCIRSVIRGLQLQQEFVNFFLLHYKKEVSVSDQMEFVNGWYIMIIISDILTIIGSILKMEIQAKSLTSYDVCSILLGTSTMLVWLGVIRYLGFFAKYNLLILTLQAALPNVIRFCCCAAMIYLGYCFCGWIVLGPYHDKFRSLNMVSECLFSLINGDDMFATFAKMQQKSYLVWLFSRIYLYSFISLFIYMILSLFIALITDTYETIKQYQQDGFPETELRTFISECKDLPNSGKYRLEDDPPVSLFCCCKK
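Test system – HEK293 line with stable expression of human TRPML3-YFP channel · Control set – carbachol 87 µM final as high control (100%), DMSO as low control (0%) · Signal – Fluo-8 calcium dye fluorescence, ex 470-495, em 515-575 nm · Incubation – 1-h 37 °C dye load, 5-s basal, 120-s post-compound reads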
NPY-Y2 PAM-ag: potentiates or activates human NPY-Y2 receptor. P49146. cells expressing NPY-Y2, potentiator/agonist read-out. activation, % at 3.6 µM. 0.45% of 220,000 active. AID 1359; in the data active = activation above about 27%;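 also: cells stimulated with NPY near EC25 plus isoproterenol at EC100; 0% = vehicle plus submaximal agonist and 100% = vehicle plus saturating agonist; some results beyond the cut were filed as inactive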
S1P4 agonist: agonists of human S1P4 receptor; O95977; S1P4-expressing cell line, agonist reporter assay; activation, % at 4.98 µM; 0.35% of 220,000 active; in the data active = activation above about 11%;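 also: 0% = DMSO vehicle and 100% = reference agonist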
NPY-Y1 PAM-ag: human NPY-Y1 potentiation or agonism, primary screen. P25929. activation, % at 3.6 µM. 0.37% of 220,000 active. NPY-Y1 expressing cells, potentiator/agonist activation; in the data active = activation above about 33%, passing the limit was not always enough;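 also: cells stimulated with NPY at EC10 then isoproterenol at EC100; 0% = low agonist plus stimulus and 100% = saturating agonist plus stimulus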
NPY Y1 blocker: NPY-Y1 (human) receptor antagonism; P25929; HEK293-CNG Y1 cells, membrane potential fluorescence; NPY at EC95, then isoproterenol; inhibition, % at 3.6 µM; 1% of 200,000 active;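 active = inhibition above the campaign mean inhibition of all tested compounds plus 3 SD, cut at about 20% in these data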;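 also: 0% = DMSO wells given NPY plus isoproterenol and 100% = isoproterenol alone without NPY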
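Assay system: HEK293 Y1/CNG channel cell line; Doses: single compound dose of 3.6 µM, 0.4% DMSO; Timing: dye 3 h, compound 60 min room temperature, stimulation 45 min; Technique: Membrane-potential fluorescent dye readout; Measure: % inhibition of NPY effect.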
TRPN1 ag: agonists of zebrafish TRPN1 channel; 0.18% of 220,000 active; HEK293 zebrafish TRPN1-YFP, Fluo-8 calcium fluorescence; 100% = response to 87 µM carbachol; AID 1424; activation, % at 3 µM;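 active = activation above its plate's cutoff, the mean activation of test wells on that plate plus 3 SD, cut at about 19% in these data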;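 also: 0% = DMSO alone and 100% = 87 µM carbachol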
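Material – zebrafish TRPN1-YFP in HEK293 cells · Doses – 3 µM single point · Schedule – dye 1 h 37 °C plus 30 min RT · Signal – Fluo-8 calcium fluorescence, excitation 470-495 nm, emission 515-575 nm · Read-out – % activation versus carbachol response · Control set – carbachol high, DMSO low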
* hit, by the source's call; · = not tested or not shown; & = joins results of further samples. Outcome played no part in choosing rows. Share with any hit: about 6.5%.

SMILES	S1P4 antagonist	CHOP inh	EP2 modulator	TRPML3 ag	NPY-Y2 PAM-ag	S1P4 agonist	NPY-Y1 PAM-ag	NPY Y1 blocker	TRPN1 ag
CN(C)c1cc[n+](CC(=O)Nc2c(Cl)cc(Cl)cc2Cl)cc1	-4	0	8	0.1	8	0.8	10	-1	0.2
CC1=C(C(=O)Nc2ccc(Cl)cc2)C(c2cccs2)n2nnnc2N1 (stereo not drawn)	2	3	-2	0.1	3	-0.8	14	-7	0.4
CS(=O)(=O)c1nc(-c2ccc(Br)cc2)cc(-c2ccccc2)c1C#N	5	108*	60	0.7	7	-0.5	14	2	-0.4
COc1ccc(NC(=O)CCS(=O)(=O)c2ccc3c(c2)CCCN3C(C)=O)cc1	-14	40	-11	0.2	-1	0.0	-1	-1	0.5
CCc1cc(-c2n[nH]c(C)c2-c2nc3ccccc3n2C)c(O)cc1O	5	-2	-7	-0.3	-1	-1.6	19	-15	-0.4
CCOC(=O)CC(NC(=O)Cc1ccc(F)cc1)c1ccccc1Cl (stereo not drawn)	-19	-42	6	0.1	3	0.3	-14	1	-1.3
O=C(CSc1nc2c(c(=O)n1-c1ccc(F)cc1)SCC2)NCc1ccco1	-15	-4	14	-1.2	-6	2.4	1	8	-2.3
COc1ccc(OCCC(=O)OCC(=O)NCCc2ccccc2)cc1	-16	0	6	-0.6	-5	2.4	1	6	-0.5
O=c1oc2ccccc2n1Cc1cccc(Cl)c1	1	5	3	-1.4	-6	-0.9	-6	·	-4.2
CN(CCOC(=O)c1ccc2c(c1)OCCO2)Cc1ccccc1	7	-20	-4	0.1	-43	1.9	-24	10	-0.3
CC(C)CC(NC(=O)OC(C)(C)C)C(=O)NC(C(=O)N1CCCC1C(N)=O)C(C)C (stereo not drawn)	-8	-14	-11	-0.7	-3	1.9	-13	1	-0.6
COc1ccc(C(C)(C)C)cc1NC(=O)c1cncc(Br)c1	-11	56	34	-0.2	-13	-0.3	-25	-5	-1.4
COc1ccc2cc(C(c3nnnn3C3CCCCC3)N3CCCCCC3)c3nnnn3c2c1 (stereo not drawn)	-8	·	·	0.2	-1	-0.4	9	2	0.7
O=C(O)c1cccc(-c2ccc(/C=N/Nc3ccc([N+](=O)[O-])cc3)o2)c1	20	-10	-62	11	0	-0.5	1	·	24*
O=[N+]([O-])c1cc(CN2CCN(c3cccc(C(F)(F)F)c3)CC2)c2cccnc2c1O	-12	87*	-5	0.6	-1	0.5	7	6	1.3
Cc1cccc(-c2nc3cc(NC(=O)C4CCCO4)ccc3o2)c1 (stereo not drawn)	-12	12	-35	0.8	3	1.4	-25	7	1.1
N#Cc1cc(Sc2ccccn2)c(Sc2ccccn2)cc1C#N	-25	10	27	-0.8	13	1.5	5	-1	0.0
O=C(CCNS(=O)(=O)c1ccc(Br)s1)NCc1ccc2c(c1)OCO2	7	32	10	0.0	4	-0.7	-1	1	-1.5
c1ccc(CCNc2nnnn2-c2ccccc2)cc1	-14	-9	9	-0.5	11	-0.7	5	0	0.2
CCS(=O)(=O)N1CCC(C(=O)N2CCOCC2)CC1	-13	21	18	0.5	4	0.0	-9	1	1.5
Cc1ccc(S(=O)(=O)N2CCN(C(=O)CC(C)C)CC2)cc1	-8	11	-6	-0.1	-16	0.1	-7	-2	2.1
CCOC(=O)c1[nH]cnc1N=Nc1c(O)ccc2ccccc12	-27	45	38	0.8	19	1.5	-11	2	0.2
CC1=NN(C(=O)Cc2ccc([N+](=O)[O-])cc2)C(O)(c2ccccc2)C1 (stereo not drawn)	6	-7	1	0.2	-13	-0.7	1	2	-2.5
CCCc1noc2c1C(c1ccoc1)C(C#N)=C(N)N2 (stereo not drawn)	4	4	-37	0.8	1	0.8	6	0	0.8
CCOc1ccc(NC(=O)CSc2ncnc3c2sc2ccccc23)cc1	-2	41	79*	0.5	-2	-0.4	12	2	2.6

The list continues.
SMILES	S1P4 antagonist	CHOP inh	EP2 modulator	TRPML3 ag	NPY-Y2 PAM-ag	S1P4 agonist	NPY-Y1 PAM-ag	NPY Y1 blocker	TRPN1 ag
Cc1ccc(CC(=O)O/N=C(\N)Cc2ccc([N+](=O)[O-])cc2)cc1	-16	33	-13	-1.2	-32	-0.7	-41	14	-3.1
CCOC(=O)Cn1nc(C)n(-c2cccc(Cl)c2)c1=O	-4	5	8	0.5	-7	-0.9	12	5	0.2
CCN1CC(CN(C)Cc2nc(-c3ccco3)oc2C)CC1=O (stereo not drawn)	-2	9	-2	0.5	-6	1.5	9	4	0.4
N#Cc1c(-c2ccccc2)cc(-c2ccccc2)nc1SCC(=O)NCC(=O)O	1	-9	-13	2.3	-4	-0.6	4	·	1.0
Cc1ccc(SCC(=O)c2c(C)nc3ccccn23)cc1	-23	9	-17	2.5	8	0.3	3	14	3.3
COc1ccc2c(c1)-c1c(ssc1=S)C(C)(C)N2C(=O)CSC1=NCCS1	-12	34	50	1.3	43*	3.2	51	-9	-3.9
COc1ccccc1OCCCOc1c(Cl)cc(C)cc1Cl	-9	38	24	1.0	-1	-0.8	-16	17	0.5
N#Cc1c(-n2ccnc2)cccc1-n1ccnc1	-4	18	50	0.3	-16	0.3	-29	1	0.2
Cc1csc(SCC(=O)NC(C)c2ccc(F)cc2)n1 (stereo not drawn)	6	17	23	-0.8	7	1.8	7	7	-2.4
O=C(CC1C(=O)NCCN1Cc1ccc(-c2ccccc2)cc1)NCC1CCOCC1 (stereo not drawn)	5	4	3	0.0	11	-0.3	14	0	1.2
O=C(NC(C(=O)c1ccccc1)n1c(=O)cc[nH]c1=S)c1ccccc1 (stereo not drawn)	-10	48	13	0.3	-5	1.6	-4	-3	2.3
Cc1ccc(S(=O)(=O)NN/C(=N/S(=O)(=O)c2ccccc2)c2ccccc2)cc1	-21	7	18	-0.1	5	1.0	-4	8	0.5
Cc1ccc(CS(=O)(=O)CCC(=O)NCCN(C)Cc2ccccc2)cc1	13	10	3	0.2	-18	0.6	-8	5	-0.7
Cc1nn(C2CCS(=O)(=O)C2)c(Cl)c1/C=C/C(=O)OCC(=O)c1c[nH]c2ccccc12 (stereo not drawn)	3	11	-49	2.9	2	1.4	6	-13	4.1
O=c1c2ccccc2nc(CSc2ncnc3nc[nH]c23)n1-c1cccc(C(F)(F)F)c1	-39	6	15	0.2	-3	-1.5	-11	5	-0.6
CCOc1ccc(N2C(=O)CC(N(CCc3ccc(OC)cc3)C(=O)c3cccc(F)c3)C2=O)cc1 (stereo not drawn)	-11	26	27	0.3	4	3.8	9	0	-1.4
Cc1ccc(-c2cn(-c3ccccc3)c(SCC(N)=O)n2)cc1C	-13	25	42	-0.1	0	0.6	14	2	-0.4
CCN(CC(=O)NC1CCS(=O)(=O)C1)S(=O)(=O)c1ccc2ccccc2c1 (stereo not drawn)	-23	22	-11	0.8	-1	0.2	-5	-4	-2.0
CCCCOc1ccc(C2CC(=O)NC2=O)cc1 (stereo not drawn)	-21	8	12	0.0	-9	-0.5	1	-5	-1.8
Cc1cc([N+](=O)[O-])nn1CCCC(=O)Nc1c(C)n(C)n(-c2ccccc2)c1=O	-7	16	-12	0.3	-20	-1.3	-1	-3	0.2
COc1cc(/C=C/C(=O)O)cc(S(=O)(=O)Nc2ccc3nc(SC)sc3c2)c1OC	-11	9	22	-1.3	-12	0.5	-6	8	-0.1
Cc1cc(C(=O)O)ccc1-c1ccc(CO)o1	-3	10	27	1.1	-9	0.6	-5	3	1.3
CN1CCN(C(=S)Nc2cccc(C(F)(F)F)c2)CC1	-16	26	-14	0.9	-10	1.0	-2	-2	-1.5
COc1ccc(CNC(=O)C2CCN(C(=O)N(C)C)CC2)c(OC)c1	-14	11	23	-0.8	-23	-0.2	-27	7	2.7
CC(C)NS(=O)(=O)c1ccc(OCC(=O)N2CCCC2)c(Cl)c1	4	22	24	-0.1	12	-0.9	5	2	0.8

(more compounds)
SMILES	S1P4 antagonist	CHOP inh	EP2 modulator	TRPML3 ag	NPY-Y2 PAM-ag	S1P4 agonist	NPY-Y1 PAM-ag	NPY Y1 blocker	TRPN1 ag
COc1ccc(/C=N/NC(=O)c2ccc(F)cc2)cc1CN1CCc2cc(OC)c(OC)cc2C1C (stereo not drawn)	18	-17	-57	-0.1	-14	0.6	-12	1	-1.4
Cc1ncc(CN2CCC(CO)(CCc3ccccc3)CC2)s1	0	22	-7	1.1	19	1.0	3	1	1.1
C=CCNC(=O)C1CC(c2cccc(OC)c2)=NO1 (stereo not drawn)	0	3	16	0.6	0	1.8	13	12	0.5
CSc1nn2c(C(F)(F)F)cc(C(F)(F)F)nc2c1C(=O)O	3	6	11	0.5	-8	-1.6	-2	·	-1.7
ON=C1/C(=N\O)CC2(C/C1=N/O)OCCO2	8	15	21	0.5	-6	-3.0	-1	5	0.3
COc1ccccc1CNC(=O)c1ccc2c(=O)n(CCCN3CCCC3=O)c(=S)[nH]c2c1	-8	-5	-18	0.8	6	0.9	0	-8	0.5
O=C(Nc1ccc(Cl)cc1Cl)c1csc(-c2cccnc2)n1	-35	-46	-10	0.0	-28	0.9	-5	·	0.2
Cc1nnc(SCC(=O)Nc2ccc(N3CCOCC3)cc2)o1	-9	-21	-2	-0.5	-17	1.1	-20	4	0.7
COC(=O)c1cc(=O)nc2scc(C)n12	0	-3	7	0.6	-2	1.4	-25	3	0.7
O=C(NNc1c(Cl)cc(Cl)cc1Cl)c1cccc([N+](=O)[O-])c1	-32	67	-18	-0.4	18	-0.3	8	-7	2.7
COc1ccc(C(=O)CSc2nnc(-c3ccco3)n2CC2CCCO2)cc1 (stereo not drawn)	-11	1	1&-20	0.2	-20	2.5	4	2	0.2
O=C(NCCOC(=O)c1cccs1)c1cccnc1	-10	-3	-26	1.0	10	-2.0	-17	-7	0.6
Oc1[nH]c2ccccc2c1C1=NCCCCC1	-20	21	-17	0.3	19	-1.6	14	-7	-1.9
CCOc1ccc(N(CC(=O)Nc2ccccc2C)S(=O)(=O)c2c(C)[nH]c(=O)[nH]c2=O)cc1	-15	29	-11	-0.2	-37	-0.2	-25	·	-0.9
CC1CCN(C(=O)COC(=O)c2n[nH]c3ccccc23)CC1	-3	-16	-34	-0.5	9	1.4	5	1	0.1
O=C(Nc1ccccc1C(=O)NCc1ccccc1)c1ccccc1	-8	50	37	-0.4	-20	1.7	-20	10	0.7
O=C1CC(SC(=Nc2ccccc2)Nc2ccccc2)C(=O)N1c1cccc(Cl)c1 (stereo not drawn)	-11	50	16	0.2	7	-2.5	3	-15	1.6

Retrieved by compound from the entries so far (four):
SMILES	S1P4 antagonist	CHOP inh	EP2 modulator	TRPML3 ag	NPY-Y2 PAM-ag	S1P4 agonist	NPY-Y1 PAM-ag	NPY Y1 blocker	TRPN1 ag
O=C(NNc1c(Cl)cc(Cl)cc1Cl)c1cccc([N+](=O)[O-])c1	-32	67	-18	-0.4	18	-0.3	8	-7	2.7
CCOc1ccc(N(CC(=O)Nc2ccccc2C)S(=O)(=O)c2c(C)[nH]c(=O)[nH]c2=O)cc1	-15	29	-11	-0.2	-37	-0.2	-25	·	-0.9
O=C1CC(SC(=Nc2ccccc2)Nc2ccccc2)C(=O)N1c1cccc(Cl)c1 (stereo not drawn)	-11	50	16	0.2	7	-2.5	3	-15	1.6
C=CCNC(=O)C1CC(c2cccc(OC)c2)=NO1 (stereo not drawn)	0	3	16	0.6	0	1.8	13	12	0.5
